AddAB inh: less growth of phage-infected E. coli with AddAB; E. coli expressing H. pylori AddAB, absorbance growth; inhibition, % at 11.9 µM; 0.29% of 330,000 active; AID 435030; in the data active = inhibition above about 12%;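 note: 0% = vehicle wells of infected cells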
HTR5A ag ctr: counter-screen for OPRM1-OPRD1 agonists: human HTR5A agonism. 0.61% of 340,000 active. HTR5A agonist assay, luminescence, cell-based. P47898. AID 504692. activation, % at 9.3 µM; in the data active = activation mostly above about 9.5%, no sharp cut-off; inactive = mostly below about 7.6%;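 note: 0% = cells with vehicle only and 100% = reference agonist; strong numbers were not always called active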
PKA-R1A act: activators of PKA-R1A complex | PKA-R1A dissociation, Cy5-IP20 fluorescence polarization; scaled: DMSO 0%, 113 µM cGMP 100% | activation, % at 11.4 µM | 0.083% of 340,000 active;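 active = percent activation above the mean of all tested compounds plus 3 SD, cut at about 19% in these data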;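 note: higher means more PKAc released from R1A so a rise in polarization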
Mot1-301 SUMO: SUMOylation pathway inhibition by Mot1-301 growth rescue; growth rescue, % at 18.8 µM; S. cerevisiae Mot1-301 growth rescue, ATP luminescence, 38.5C; percent above DMSO median, 100 means doubled; 1% of 320,000 active; AID 2716;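 active = every valid replicate shows activation above 250% relative to neutral control wells; inactive = the rest, any valid replicate at or below 250%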;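 note: OY570 slx delta 5 strain wells were the positive control but not used for scaling; some compounds called inactive have numbers as strong as hits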
PKA-R2B act: activates the human PKA-R2B holoenzyme complex | PKA-R2B holoenzyme dissociation, Cy5-IP20 fluorescence polarization; R2B truncated from residue 108, S112A mutant; 0% DMSO only, 100% 113 µM cGMP | activation, % at 11.4 µM | 0.079% of 340,000 active;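 active = activation above a cutoff set at the mean over all compounds plus 3 SD, cut at about 18% in these data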;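 note: higher means more holoenzyme dissociation and a rise in polarization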
Target sequence (P31323 whole entry, looked up, other chains not shown, the tested form may be a part): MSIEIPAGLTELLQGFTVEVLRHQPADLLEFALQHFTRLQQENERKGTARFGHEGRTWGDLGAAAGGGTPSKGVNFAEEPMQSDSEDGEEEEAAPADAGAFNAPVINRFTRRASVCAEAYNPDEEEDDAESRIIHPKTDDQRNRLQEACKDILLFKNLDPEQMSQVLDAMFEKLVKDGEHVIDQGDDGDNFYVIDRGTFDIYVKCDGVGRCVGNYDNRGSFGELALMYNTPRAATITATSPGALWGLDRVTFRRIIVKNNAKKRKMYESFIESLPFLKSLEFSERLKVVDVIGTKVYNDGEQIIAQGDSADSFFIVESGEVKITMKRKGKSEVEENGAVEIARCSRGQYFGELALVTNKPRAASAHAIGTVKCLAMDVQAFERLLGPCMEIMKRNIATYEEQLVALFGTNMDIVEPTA
CDK5 inh: CDK5/p35 (human) kinase inhibition; Q00535+Q15078; Recombinant CDK5/p35, ADP-Glo luminescence, 60 min; inhibition, % at 10 µM; 0.01% of 330,000 active; AID 488839;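 active = highest replicate inhibition of at least 50% and at least 75% of replicates reaching 50%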;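 note: plate controls were DMSO neutral control for no effect and GW8510 at 10 µM for full effect; many of its hits are not listed in these tables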
HTR5A inv ctr: HTR5A inverse agonism, opioid heterodimer counter-screen. P47898. HTR5A cell line, luminescence. inhibition, % at 9.3 µM. 0.083% of 340,000 active. AID 504634; in the data active = inhibition mostly above about 23%, no sharp cut-off; inactive = mostly below about 18%;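 note: 0% = cells with DMSO and 100% = no-cell wells with DMSO; some compounds called inactive have numbers as strong as hits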
DAGLB inh: blocks human DAGLB lipase activity | 0.059% of 340,000 active | inhibition, % at 5.17 µM | HEK293T DAGLB membrane lysate, EnzChek fluorogenic substrate | AID 504411 | Q8NCG7; in the data active = inhibition above about 34%;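 note: 0% = enzyme with vehicle and 100% = wells lacking enzyme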
Target sequence (Q8NCG7 whole entry, looked up): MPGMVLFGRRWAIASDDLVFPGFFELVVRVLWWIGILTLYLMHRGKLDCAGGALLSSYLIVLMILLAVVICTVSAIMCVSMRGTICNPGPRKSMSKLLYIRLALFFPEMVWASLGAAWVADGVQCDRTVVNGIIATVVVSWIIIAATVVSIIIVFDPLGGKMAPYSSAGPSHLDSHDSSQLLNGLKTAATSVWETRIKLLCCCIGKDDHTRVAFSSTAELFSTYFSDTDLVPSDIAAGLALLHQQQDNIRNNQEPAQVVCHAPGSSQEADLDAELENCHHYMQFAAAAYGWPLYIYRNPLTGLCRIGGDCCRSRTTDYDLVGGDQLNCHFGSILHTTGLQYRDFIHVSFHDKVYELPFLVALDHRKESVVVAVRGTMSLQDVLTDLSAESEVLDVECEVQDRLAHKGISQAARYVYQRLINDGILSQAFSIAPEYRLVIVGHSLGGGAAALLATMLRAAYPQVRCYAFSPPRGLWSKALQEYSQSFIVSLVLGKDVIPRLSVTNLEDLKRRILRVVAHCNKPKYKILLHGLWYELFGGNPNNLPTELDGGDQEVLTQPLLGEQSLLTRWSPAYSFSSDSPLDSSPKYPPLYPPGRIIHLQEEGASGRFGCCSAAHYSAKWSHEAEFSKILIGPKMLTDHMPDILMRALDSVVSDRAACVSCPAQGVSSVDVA
phage Ecoli inh: E. coli growth loss with phage present; growth absorbance; inhibition, % at 11.9 µM; 0.26% of 360,000 active; AID 651602; in the data active = inhibition above about 11%
Ecoli viability: bacterial growth inhibition, counter-screen for AddAB inhibitors; inhibition, % at 11.9 µM; 0.27% of 330,000 active; AID 449728; E. coli V3065 growth, OD600 absorbance, 18 h;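 active = inhibition above the campaign's mean inhibition across all tested compounds plus 3 SD, cut at about 9.9% in these data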;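 note: uninfected addAB+ strain grown without phage in ampicillin broth; 0% = DMSO wells and 100% = ciprofloxacin 0.95 µg/ml wells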
Tat export inh: E. coli Tat transport inhibition; E. coli MC4100 TorA-mCherry Tat export, fluorescence; 0.036% of 340,000 active; inhibition, % at 10 µM;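 active = mean replicate inhibition at least 50% and at least half of replicates individually reaching 50%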;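 note: exported cargo escapes ClpAP degradation while cytoplasmic cargo is degraded and loses fluorescence; 0% = median of neutral control wells and 100% = median of NaSCN control wells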
An asterisk follows results filed as active; / = no result given; & = joins results of further samples; ! = repeats disagree.

Below each compound – AddAB inh, HTR5A ag ctr, PKA-R1A act, Mot1-301 SUMO, PKA-R2B act, CDK5 inh, HTR5A inv ctr, DAGLB inh, phage Ecoli inh, Ecoli viability, Tat export inh
O=C(NN1C(=O)C2C3C=CC(C4CC34)C2C1=O)c1ccccc1Cl (stereo unspecified)
    0.0, 3.5, 10.7, 0.0, 8.2, 0.5, 2.4, -0.6, 3.4, 0.2, -0.6
Cc1ccccc1N(CC(=O)NCCc1ccccc1)C(=O)c1csnn1
    3.2, -1.5, -3.4, 2.0, 0.7, 0.0, 4.2, -1.6, -0.9, 0.2, -10.8
Cc1ccc(C(O)(C(=O)NNc2ccc3ccccc3n2)c2ccc(C)cc2)cc1
    10.2&5.0, 2.9&7.6, 4.1&-4.8, 19.9&-9.7, -4.0&-8.3, 1.5&0.3, -10.4&11.1, -3.3&-2.9, 13.1*!, 10.7*!, -1.9&-18.4
Cc1ccc(NC2=NC(=S)N(CC#N)C23CCCCC3)cc1
    2.2, -0.2, -1.6, 196.4, -3.1, -1.7, -10.8, -4.0, 1.3, 0.6, 31.0
Cc1ccc(-c2nc(CS(=O)CC(=O)NCCCc3ccccc3)c(C)o2)cc1 (stereo unspecified)
    2.0, 1.4, -3.6, 7.3, -5.7, /, 4.1, -2.0, 0.8, 0.1, 4.1
O=C(Nn1cnnc1)c1ccc(OC(F)(F)C(F)C(F)(F)F)cc1 (stereo unspecified)
    0.2, -0.2, 0.2, 5.3, -0.2, 0.7, 0.6, 0.1, 2.0, 0.3, 0.6
CCOc1ccc(C2CC(c3ccc(CC)cc3)n3nc(N)nc3N2)cc1 (stereo unspecified)
    4.4, 4.6, -13.1, 31.5, -14.7, 5.2, -12.2, 2.2, -0.3, -0.9, -1.9
Cc1ccc(NC(=O)Cn2cnc3c(OCc4ccccc4)ncnc32)cc1C
    2.7, /, -16.1, -6.2, -6.4, -0.8, /, -5.8, 4.8, 0.0, 2.4
CCc1ccc(NC(=O)N[C@H](C(=O)O)C(C)CC)cc1 (stereo partly specified)
    -3.5, -0.4, 4.2, -7.4, -3.1, -0.2, 1.1, 0.3, 1.1, -1.7, -7.7
O=C(CSc1nnc(NC2CC2)s1)NN1C(=O)NC2(CCCCC2)C1=O
    0.1, -1.8, 7.9, -11.7, 0.0, 0.1, 4.4, 1.1, 0.6, -0.5, 2.9
COc1ccc(C)cc1S(=O)(=O)NCCC1=CCCCC1
    -1.3, 2.5, 6.8, -6.8, 7.1, -3.5, -6.6, 2.6, 1.0, -2.3, 7.3
O=C(CCc1nnc(Cc2cccc(C(F)(F)F)c2)o1)NCCc1ccccc1F
    0.2, -0.6, -8.0, -15.0, -3.5, -0.1, 2.2, 0.1, 0.4, -0.5, 17.1
O=C(NC1CCCCC1)c1cc([N+](=O)[O-])[nH]n1
    -0.3, -4.0, -0.9, -15.6, -4.3, -2.6, 10.2, 1.5, 2.8, 0.4, -10.8
O=c1c(Cc2c(F)cccc2Cl)c(O)ccn1CCCN1CCOCC1
    4.0, 0.8, -5.7, 6.2, -18.8, 1.0, -2.0, 1.5, 1.7, 0.6, 2.8
COc1ccc(/C=N/NC(=O)c2ccc(NC(C)=O)cc2)cc1COc1ccc(F)cc1F
    -0.2, -0.2, -3.1, -5.5, -2.7, -2.8, 0.7, 1.7, -0.6, -0.5, -1.4

Record cards (already shown).
O=C(CSc1nnc(NC2CC2)s1)NN1C(=O)NC2(CCCCC2)C1=O is listed as AddAB inh = 0.1; HTR5A ag ctr = -1.8; PKA-R1A act = 7.9; Mot1-301 SUMO = -11.7; PKA-R2B act = 0.0; CDK5 inh = 0.1; HTR5A inv ctr = 4.4; DAGLB inh = 1.1; phage Ecoli inh = 0.6; Ecoli viability = -0.5; Tat export inh = 2.9
Cc1ccc(NC(=O)Cn2cnc3c(OCc4ccccc4)ncnc32)cc1C is listed as AddAB inh = 2.7; HTR5A ag ctr = /; PKA-R1A act = -16.1; Mot1-301 SUMO = -6.2; PKA-R2B act = -6.4; CDK5 inh = -0.8; HTR5A inv ctr = /; DAGLB inh = -5.8; phage Ecoli inh = 4.8; Ecoli viability = 0.0; Tat export inh = 2.4
COc1ccc(/C=N/NC(=O)c2ccc(NC(C)=O)cc2)cc1COc1ccc(F)cc1F is listed as AddAB inh = -0.2; HTR5A ag ctr = -0.2; PKA-R1A act = -3.1; Mot1-301 SUMO = -5.5; PKA-R2B act = -2.7; CDK5 inh = -2.8; HTR5A inv ctr = 0.7; DAGLB inh = 1.7; phage Ecoli inh = -0.6; Ecoli viability = -0.5; Tat export inh = -1.4

Going on with the list.
Below each compound – AddAB inh, HTR5A ag ctr, PKA-R1A act, Mot1-301 SUMO, PKA-R2B act, CDK5 inh, HTR5A inv ctr, DAGLB inh, phage Ecoli inh, Ecoli viability, Tat export inh
Cc1ccc(C(=O)O[C@H](C(=O)O)[C@H](OC(=O)c2ccc(C)cc2)C(=O)O)cc1
    -1.5, 5.3, -8.0, 114.1, 4.2, -0.1, -18.6, -1.2, 0.4, -1.9, -3.3
C=CCONC(=O)Cc1ccccc1
    0.2, -3.6, -3.5, /, -4.4, 12.2, 12.4, -1.7, 2.1, 0.5, -1.9
COc1cc(CCC(=O)Nc2ccc(S(=O)(=O)N3CCOCC3)cc2)cc(OC)c1OC
    2.7, 4.4, 2.3, 12.1, 0.5, 0.7, -16.0, -1.6, 1.4, -1.9, -4.0
CN(C)C(=O)Nc1ccccc1
    1.5, -1.2, 0.8, -5.0, 4.8, 1.1, -18.6, 1.0, 3.6, 1.0, -5.7
CCOC(=O)N1CCN(S(=O)(=O)c2ccc3c(c2)OCC(=O)N3)CC1
    2.6, 4.6, -15.5, -5.8, 9.3, 0.7, -12.4, -3.2, 1.1, 1.2, -6.8
CCOc1ccc(C(=O)NCCc2ccc3c(c2)OCCO3)cc1
    0.3, 3.5, -1.7, 7.4, -5.7, -5.6, -8.9, -1.2, 1.9, 0.2, -3.9
CCN1C=C(C(=O)OC)C(c2cccc(C)c2)C(C(=O)OC)=C1
    2.3, 2.9, -6.1, -17.4, -2.3, -5.9, -10.1, -2.2, 0.1, -2.4, -0.2
O=C(NNc1c2ccccc2nc2ccccc12)c1ccc(O)cc1
    0.6, -7.8, 12.7, -0.1, 9.4, 1.1, 13.3, 21.3, 2.5, 1.4, 6.7
CCOC(=O)C1=C(N)N(c2ccccc2)C(=O)C1
    -1.3, -5.5, -5.2, -2.4, 9.8, -0.1, 2.8, -1.0, 2.1, 0.7, -1.6
O=C(CSc1ccccc1C(=O)O)NCc1ccc(Cl)cc1
    0.6, -1.7, 7.3, -0.3, -6.7, -1.7, 4.3, -1.2, 2.5, -0.2, -8.8
COc1ccc(CNC(=O)C2CC(O)CN2C(=O)Nc2ccccc2)cc1 (stereo unspecified)
    /, 4.6, 4.7, /, 3.8, 0.3, -5.0, -9.8, 2.6, /, 1.0
NC1=NC(c2cccc(O)c2)n2c(nc3ccccc32)N1 (stereo unspecified)
    -0.9, -3.2, -11.7, 6.9, -0.3, -1.0, 7.6, -0.2, 0.6, 2.0, 4.0
COCCCN(C(=O)CSCC(=O)Nc1cccc(C)c1)c1c(N)n(Cc2ccccc2)c(=O)[nH]c1=O
    -1.4, -3.1, -3.5, -13.0, 4.0, 1.3, 7.5, 1.2, 1.5, -0.1, -7.1
CCOc1ccc(N(CC(=O)NC(C)(C)C)C(=O)c2ccco2)cc1
    3.9, 2.4, -5.4, 61.7, 3.3, -0.3, -0.7, 1.9, 0.8, 0.8, -1.8
O=C(Cc1ccc(F)cc1)OCC(=O)c1cc2ccccc2o1
    0.3, -5.7, -11.6, 97.5, -1.5, -2.9, 10.3, -8.7, -0.1, 2.4, -14.2
CC(=O)N1CCN(CC(=O)Nc2cc([N+](=O)[O-])ccc2Cl)CC1
    -1.0, -2.0, -3.7, 140.3, -0.8, 1.3, 5.4, 1.4, 0.1, -0.2, -3.7
O=C(NNC(=O)c1ccccc1[N+](=O)[O-])c1ccco1
    0.9, -0.7, -10.6, 23.4, 5.8, 1.6, 1.9, 0.6, 3.3, -0.7, -1.3
O=C(CN(C(=O)CNC(=O)c1cccs1)c1ccccc1F)NC1CCCCC1
    3.7, 0.1, 8.7, -6.1, -2.8, 0.9, -6.3, 1.8, 2.7, -1.6, -1.1
CC1CC(C)CN(CC(O)COc2ccc3c(c2)CCC3)C1 (stereo unspecified)
    5.9, 3.5, -11.9, 80.4, 10.4, -1.3, 10.5, -0.7, 4.5, 1.9, -3.2
C[C@H](CO)N1C[C@H](C)[C@H](CN(C)C)Oc2ccc(NS(=O)(=O)c3ccc(F)cc3)cc2CC1=O
    1.6, -3.1, -5.2, -19.9, -1.0, 0.0, 4.5, 1.8, 1.0, -1.3, -8.3
CC(C(=O)Nc1cccc(S(=O)(=O)N2CCOCC2)c1)N1CCN(C/C=C/c2ccccc2)CC1 (stereo unspecified)
    5.1, 1.0, 4.3, 58.2, -4.8, -1.8, -2.7, 1.9, 1.7, -0.6, 1.0
CC(C(=O)Nc1ccc(N2CCOCC2)cc1)N1C(=O)c2ccccc2C1=O (stereo unspecified)
    0.8, 1.4, -4.0, -13.7, -9.8, -1.3, -21.6, 0.1, 0.6, -0.6, -18.7
COc1cc(/C=N/NC(=O)C(=O)NCc2cccnc2)ccc1O
    4.6, -3.9, -14.1, -2.6, 0.9, -4.2, -1.0, -1.0, 2.1, 0.2, 3.6
CN1CCN(c2oc(COc3ccc(-c4ccccc4)cc3)nc2C#N)CC1
    1.3, -2.4, 5.8, 562.5*, 0.2, -1.5, 1.9, -1.1, 1.0, -1.7, 3.8
COc1ccc(Br)cc1C(=O)Nc1ccc(N2CCCC2)cc1
    -0.2, 0.1, -1.7, 2.7, -10.1, -1.1, -0.5, 0.5, 3.4, -1.6, -10.3
Cc1ccc(Oc2ccc(NC(=O)C3=CC=CN4CCS(=O)(=O)N=C34)cc2)cc1
    -0.2, 2.2, -11.6, 21.1, 9.6, -3.1, 8.3, 2.3, 0.3, -1.1, -6.0
O=C(N/N=C1\CC(c2ccccc2)Oc2ccccc21)c1cccnc1 (stereo unspecified)
    1.2, -1.8, -0.2, -9.6, -4.5, -0.6, 4.5, 0.2, 0.1, -0.2, 1.5
N=C1C=CC=C2C1=NC1(CCCCC1)N2O
    1.3, -4.3, 6.4, -5.6, -3.7, -1.1, -8.1, 5.4, 1.8, -2.1, -6.7
Cc1c(NC(=O)c2ccco2)c(=O)n(-c2ccccc2)n1C
    -0.2, -1.6, -0.1, 9.9, -4.0, -2.0, 5.5, -1.1, 0.9, 2.7, -2.0
COc1ccccc1NC(=O)NCc1ccc(C)n1C
    0.5, 0.9, -13.6, 31.3, 0.5, 3.3, -3.5, -2.1, -3.5, -1.2, -4.4
CCCCn1cnc2cc(NCc3cccc(OC)c3O)ccc21
    3.9, -1.5, 9.0, 157.0, 7.2, 0.6, 3.6, 4.3, 2.2, 2.2, 6.5
O=C(NCCc1ccc(Cl)cc1)C1CCCN(S(=O)(=O)c2cnc[nH]2)C1 (stereo unspecified)
    4.7, 3.8, 11.3, 0.1, 7.5, -0.5, -11.3, 0.2, 3.8, 1.1, 13.9
Cc1ccc(C)c(S(=O)(=O)NCc2ccc3c(c2)OCO3)c1
    /, 3.9, -6.0, -7.3, -14.8, 2.3, -14.6, 0.2, 0.2, /, -0.7
O=C(CCCc1c[nH]c2ccccc12)Nc1ccc2ccccc2c1
    0.5, -1.7, -3.0, 42.2, 5.5, -0.5, -46.7, -2.7, 3.8, -2.3, -22.7
